FadD28 FP inh = blocks FadD28 binding to the bisubstrate probe. inhibition, % at 12.5 µM. 360,000 tested, 0.22% active. fluorescence polarization; in the data active = inhibition above about 8.5%, passing the limit was not always enough; inconclusive = no clear call, values can overlap the other calls
GDH-TPI inh = GDH-TPI coupled enzyme inhibition counter-screen | GDH-TPI coupled enzyme counterscreen, NADH absorbance | inhibition, % at 4.8 µM | 360,000 tested, 1.2% active;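 also: 0% = DMSO wells and 100% = wells lacking the enzyme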
MazEF act = MazEF (E. coli) toxin RNase activation; P0AE70; FAM/BHQ RNA-DNA oligo cleavage fluorescence, 5 h; activation, % at 20 µM; 350,000 tested, 0.32% active; AID 504720; in the data active = activation above about 50%
Target sequence (P0AE70 whole entry, looked up): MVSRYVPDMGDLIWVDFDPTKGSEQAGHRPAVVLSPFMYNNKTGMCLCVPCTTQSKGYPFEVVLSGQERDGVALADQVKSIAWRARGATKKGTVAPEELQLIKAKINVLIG
Mtb UGM inh = blocks M. tuberculosis UGM enzyme. P9WIQ1. purified UGM, fluorescence polarization probe displacement. inhibition, % at 10 µM. 320,000 tested, 0.06% active. AID 504406; in the data active = inhibition above about 10%, passing the limit was not always enough; inconclusive = no clear call, values can overlap the other calls
Target sequence (P9WIQ1 whole entry, looked up): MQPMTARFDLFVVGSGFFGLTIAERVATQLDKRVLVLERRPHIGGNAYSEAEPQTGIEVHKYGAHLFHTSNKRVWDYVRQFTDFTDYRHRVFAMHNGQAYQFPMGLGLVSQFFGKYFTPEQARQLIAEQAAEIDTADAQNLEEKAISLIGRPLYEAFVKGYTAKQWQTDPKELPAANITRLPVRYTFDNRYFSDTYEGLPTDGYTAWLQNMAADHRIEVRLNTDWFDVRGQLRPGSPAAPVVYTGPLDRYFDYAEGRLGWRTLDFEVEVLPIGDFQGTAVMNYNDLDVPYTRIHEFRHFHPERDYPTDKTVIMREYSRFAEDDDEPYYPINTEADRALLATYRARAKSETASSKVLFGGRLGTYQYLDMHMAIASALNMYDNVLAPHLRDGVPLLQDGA
DUSP3 inh = DUSP3 (human) phosphatase inhibition. AID 1654. 290,000 tested, 0.52% active. recombinant VHR phosphatase, pNPP absorbance. P51452. inhibition, % at 13.3 µM; in the data active = inhibition above about 50%; also: some compounds called inactive have numbers as strong as hits
Target sequence (P51452 whole entry, looked up): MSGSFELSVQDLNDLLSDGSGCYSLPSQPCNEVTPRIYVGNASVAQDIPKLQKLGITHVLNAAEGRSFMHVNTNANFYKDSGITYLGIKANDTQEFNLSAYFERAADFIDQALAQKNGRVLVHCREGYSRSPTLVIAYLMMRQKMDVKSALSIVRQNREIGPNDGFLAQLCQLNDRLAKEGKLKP
Rv3671c protease = inhibits the M. tuberculosis serine protease Rv3671c; inhibition, % at 5.96 µM; 320,000 tested, 0.048% active; in the data active = inhibition above about 38%;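 also: extracellular domain of Rv3671c used as enzyme; 0% = enzyme with DMSO and 100% = no enzyme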
Mtb FBA inh = Mtb fructose-bisphosphate aldolase inhibition; purified M. tuberculosis FBA, fluorescence read-out; inhibition, % at 1 µM; 360,000 tested, 2.3% active; P9WQA3; in the data active = inhibition above about 27%;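 also: 0% = vehicle and 100% = reference inhibitor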
Target sequence (P9WQA3 whole entry, looked up): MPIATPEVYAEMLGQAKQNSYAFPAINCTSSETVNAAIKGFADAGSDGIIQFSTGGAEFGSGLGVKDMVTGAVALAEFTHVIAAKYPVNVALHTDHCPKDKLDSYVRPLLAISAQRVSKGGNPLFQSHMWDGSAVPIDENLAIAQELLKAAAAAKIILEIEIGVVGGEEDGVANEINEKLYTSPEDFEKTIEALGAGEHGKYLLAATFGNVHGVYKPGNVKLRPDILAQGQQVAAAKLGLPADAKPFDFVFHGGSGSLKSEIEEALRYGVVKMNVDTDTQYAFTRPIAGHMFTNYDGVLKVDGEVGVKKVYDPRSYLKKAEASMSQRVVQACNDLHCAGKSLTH
CCHF vOTU inh = CCHFV vOTU protease inhibition. Pep-AMC fluorescence. 370,000 tested, 0.55% active. inhibition, % at 11.5 µM; also: 0% = vehicle wells with enzyme and 100% = no enzyme wells
BoNT F protease = blocks Botulinum neurotoxin F light chain protease; inhibition, % at 10 µM; 360,000 tested, 0.22% active; Multiplex microsphere protease cleavage assay, flow cytometry; in the data active = inhibition above about 35%, passing the limit was not always enough; inconclusive = no clear call, values can overlap the other calls; also: plate controls were buffer without enzyme for full effect and enzyme alone for no effect
BioA inh = blocks M. tuberculosis BioA enzyme activity. purified M. tuberculosis BioA enzyme, plate reader. inhibition, % at 9.99 µM. 360,000 tested, 0.096% active; in the data active = inhibition above about 40%; inconclusive = no clear call, values can overlap the other calls
* marks the source's active call; other numbers are inactive results; ? = inconclusive; . = not tested or not shown. Rule as the data show it, unless noted: active = inhibition above about 30%; inactive = the rest.

Every second line gives: Rv3671c protease	GDH-TPI inh	FadD28 FP inh	BioA inh	Mtb FBA inh	Mtb UGM inh	BoNT F protease	CCHF vOTU inh	MazEF act	DUSP3 inh
CNC(=O)c1ccc(Nc2nnc(-c3ccc(C(N)=O)cc3)c3ccccc23)cc1
→ -7	39*	-1.7	17	1	1.9	-20	-9	-7	.
COc1cccc(/C=N/Nc2nn3cnnc3c3ccccc23)c1O
→ 15	32*	-1.6	-0.3	2	0.3	3	18	0	24
COc1ccc(NC(=S)NC23CN4CN(CN(C4)C2)C3)c(OC)c1
→ -1	-7	-4.7	.	1	-2.8	-10	10	11	40
CN1C(=O)/C(=C2\SC(N)=NC2=O)c2ccccc21
→ -4	14	0.4	-3.4	3	1.2	-35	3	1	6
O=C(Cc1cscn1)c1ccc(O)cc1O
→ 1	38*	-1.0	-1.2	-1	-0.1	-31	6	5	-1
COc1ccc(-c2csc(NC(=O)CC(C)C)n2)cc1
→ 8	5	-0.6	1.0	7	2.3	-10	14	1	27
NS(=O)(=O)c1ccc(NC(=O)C2C3C=CC(C3)C2C(=O)O)cc1 (stereo not drawn)
→ 0	0	0.6	-2.2	2	3.5	-8	-1	3	30
CCC(C(=O)NC1CCCCC1)n1c(SCc2cccc(C)c2)nc2ccncc21 (stereo not drawn)
→ 7	1	2.1	1.6	1	0.0	-3	11	-8	23
CCN1CCN(C(=O)COc2ccc(S(=O)(=O)N3CCOCC3)cc2Cl)CC1
→ -2	6	.	0.0	2	3.9	-3	-13	1	12
CCOc1ccc(C(=O)N2CCn3c2nc2ccccc23)cc1
→ 6	-4	-1.0	-0.8	0	0.1	-4	-12	7	10
CC1(C)Cc2c(sc(NC(=O)c3ccccc3Cl)c2C(=O)O)CO1
→ 5	0	-4.8	0.8	-4	0.0	-2	14	5	20
O=C(COC(=O)CC12CC3CC(CC(Br)(C3)C1)C2)NC(=O)NCc1ccco1
→ 2	5	-0.2	-0.7	-6	3.0	-6	17	-3	12
Cn1c(=O)cc(SCC(=O)NCC2CCCO2)c2ccc(Cl)cc21 (stereo not drawn)
→ 6	-3	-2.3	.	2	0.2	11	3	6	1
CCC(C)NC(=O)Cn1c(=O)sc2ccccc21 (stereo not drawn)
→ 3	-15	-3.4	0.8	-4	0.0	-4	13	13	22
C(=N\c1c(-c2ccccc2)nc2n1CCS2)/c1ccccc1
→ -1	14	1.2	-1.0	2	-2.7	-20	3	0	0
CCN(CC)S(=O)(=O)c1ccc(NS(=O)(=O)CC23CCC(CC2=O)C3(C)C)cc1 (stereo not drawn)
→ -11	12	-2.3	.	-2	-0.2	-4	-5	0	-2
CC(C)c1ccc(OCC(=O)NNC(=S)NC(=O)c2cccs2)c(Br)c1
→ 3	-7	-0.4	-1.0	2	-0.6	-6	-5	0	1
O=S(=O)(NCC(c1cccnc1)N1CCN(Cc2ccccc2)CC1)c1ccccc1 (stereo not drawn)
→ -11	9	-1.5	2.0	4	-2.6	0	2	-10	22
COCCNc1ccc([N+](=O)[O-])cc1C(=O)NC1CCCc2ccccc21 (stereo not drawn)
→ -2	13	0.8	-0.4	-3	1.3	-28	5	13	-3
O=C(O)c1ccc([N+](=O)[O-])c(CS(=O)(=O)c2ccc(Cl)cc2)c1
→ -7	7	-0.3	.	9	1.3	3	-10	1	13
O=C(Nc1ccsc1C(=O)O)c1ccccc1Cl
→ -13	4	-0.6	-0.2	0	-0.6	-11	16	1	22
Cc1ccccc1NC(=O)c1cccc(N2C(=O)C3CCCCC3C2=O)c1 (stereo not drawn)
→ -6	-6	0.7	-1.0	-3	0.1	-9	10	-4	8
NNC(=O)COc1ccc2oc3c(c2c1)CCCC3
→ -2	-8	-3.6	0.6	-1	0.9	-4	4	9	25
COc1ccc(S(=O)(=O)N2CCc3ccccc32)cc1C(=O)NC1(C)CCS(=O)(=O)C1 (stereo not drawn)
→ -1	2	0.3	0.6	-1	0.6	-9	7	3	.
Fc1ccc(-c2nc3c4ccccc4ccn3c2Cc2ccsc2)cc1
→ .	.	-4.8	-0.2	1	.	-13	5	.	.
CCCCc1nc2cc(C(=O)N3CCCC(OCCC)C3)ccc2o1 (stereo not drawn)
→ -2	13	-3.8	0.9	1	3.1	8	12	3	2
CCN(CC)S(=O)(=O)c1cc(C(=O)Nc2cc(C)on2)ccc1Cl
→ -7	5	-0.2	-0.3	-2	2.6	0	11	3	-5
CCCN(CCC)S(=O)(=O)c1cc(Br)cc2c1N(C(=O)CC)CC2
→ -14	0	-0.6	6.0	0	-3.7	2	5	2	-4
CCOC(=O)C1CCCN(CC(=O)Nc2c(C(=O)OC)[nH]c3ccc(Br)cc23)C1 (stereo not drawn)
→ -3	5	-1.0	-4.7	0	-1.8	-3	5	-9	16
O=C(c1ccc(S(=O)(=O)c2ccc(F)cc2)c([N+](=O)[O-])c1)N1CCCCCC1
→ -4	4	-2.1	1.4	0	1.0	-2	-13	-9	13

Filtered by structure: those above containing a furan ring, fused or not (2)
Every second line gives: Rv3671c protease	GDH-TPI inh	FadD28 FP inh	BioA inh	Mtb FBA inh	Mtb UGM inh	BoNT F protease	CCHF vOTU inh	MazEF act	DUSP3 inh
O=C(COC(=O)CC12CC3CC(CC(Br)(C3)C1)C2)NC(=O)NCc1ccco1
→ 2	5	-0.2	-0.7	-6	3.0	-6	17	-3	12
NNC(=O)COc1ccc2oc3c(c2c1)CCCC3
→ -2	-8	-3.6	0.6	-1	0.9	-4	4	9	25

Retrieved one by one from the list above:
Every second line gives: Rv3671c protease	GDH-TPI inh	FadD28 FP inh	BioA inh	Mtb FBA inh	Mtb UGM inh	BoNT F protease	CCHF vOTU inh	MazEF act	DUSP3 inh
COCCNc1ccc([N+](=O)[O-])cc1C(=O)NC1CCCc2ccccc21 (stereo not drawn)
→ -2	13	0.8	-0.4	-3	1.3	-28	5	13	-3
O=C(Cc1cscn1)c1ccc(O)cc1O
→ 1	38*	-1.0	-1.2	-1	-0.1	-31	6	5	-1
CNC(=O)c1ccc(Nc2nnc(-c3ccc(C(N)=O)cc3)c3ccccc23)cc1
→ -7	39*	-1.7	17	1	1.9	-20	-9	-7	.

More compounds:
Every second line gives: Rv3671c protease	GDH-TPI inh	FadD28 FP inh	BioA inh	Mtb FBA inh	Mtb UGM inh	BoNT F protease	CCHF vOTU inh	MazEF act	DUSP3 inh
CCc1ccccc1NC(=O)CN(C)C(=O)CSc1nn(-c2ccc(F)cc2)c(=S)s1
→ -4	4	1.8	.	-1	2.4	-3	3	5	21
CCC(CC)NC(=O)c1ccc(Cl)cc1
→ 7	5	-2.6	.	2	2.3	-17	-18	-4	-4
CCOc1ccccc1N(CC(=O)NC1CCCC1)C(=O)CNC(=O)c1cccs1
→ 3	-4	1.2	-1.0	-1	-0.6	-15	13	6	19
CCNC(=S)Nc1ccc(Cl)cc1
→ -7	-1	0.5	-0.8	3	-1.6	-2	2	2	7
COc1ccc(CNC(=O)CN2C(=O)NC(C)(c3ccc(C(C)(C)C)cc3)C2=O)cc1 (stereo not drawn)
→ -4	7	0.2	1.2	0	3.4	13	1	10	2
COc1ccc(-n2cc(C#N)c(=O)n(Cc3ccc(F)cc3)c2=O)cc1
→ 5	7	-1.0	.	-1	-2.0	-14	-12	3	-3
O=C(NCc1ccccc1)c1ccc2nnsc2c1
→ -1	.	-0.7	-1.4	.	-1.2	7	-2	-1	0
COc1cccc(C2CC(c3ccc(C)cc3)Nc3nc(N)nn32)c1 (stereo not drawn)
→ 3	-1	0.0	-4.3	10	0.1	3	-3	9	16
CCOC(=O)/C(=C\c1ccc(Cl)cc1)c1nc2sc(C)c(C)c2c(=O)[nH]1
→ 0	15	0.6	-0.5	-4	-0.2	-5	14	7	-4
Cc1ccc(C(=O)N/N=C(\CC(C)C)c2ccccc2)cc1
→ -6	1	-1.9	-0.6	-2	-0.2	-2	-5	-5	-4
CCOC(=O)C(C)Sc1nnc(Cc2cc(=O)[nH]c(=O)[nH]2)n1-c1ccc(Cl)cc1 (stereo not drawn)
→ 4	-4	1.2	-6.7	5	-0.3	1	.	11	16
Cc1ccc(Cl)cc1NC(=O)CN1C(=O)NC2(CCCCCC2)C1=O
→ -9	7	-4.4	-0.3	-1	-0.6	.	3	5	.
CCOC(=O)c1[nH]c2ccc(Br)cc2c1NC(=O)CCN1CCN(C(=O)OCC)CC1
→ -3	10	0.0	-0.6	-1	0.0	-8	8	-3	21
O=C1CC(c2ccccc2)=NO1
→ .	1	2.6	-0.8	-1	.	2	6	19	.
COc1cc(/C=C2\SC(=O)N(CCNC(=O)c3c(C)noc3C)C2=O)cc(OC)c1OC
→ 5	31*	-1.8	.	1	2.9	1	17	5	.
CCCCn1c(=O)c(CCC(=O)OC(C)C(=O)Nc2cccc(Cl)c2Cl)nc2ccccc21 (stereo not drawn)
→ -5	-2	-2.7	-2.6	-2	1.9	-3	0	-8	5
Cn1cnc2cc(NC(=O)c3ccco3)ccc21
→ -4	-7	-3.5	-0.1	-7	-3.8	-3	-12	5	-8
CCN(CC)S(=O)(=O)c1ccc(C)c(NC(=O)COc2ccc(Cl)cc2Br)c1
→ 2	1	-1.6	-1.7	-4	.	-4	-11	-11	8
O=C(COC(=O)Cc1c[nH]c2ccccc12)Nc1cccc(Br)c1
→ .	-2	3.0	2.5	-2	.	3	20	-1	.
COc1ccccc1CCNS(=O)(=O)c1cn(C)c(=O)n(C)c1=O
→ -1	0	-0.5	.	4	2.3	-6	1	7	17
C=C[C@@H]1c2ccccc2N(S(=O)(=O)c2ccc(C)cc2)[C@H](c2ccccc2)C1(C#N)C#N
→ -86	8	-3.4	-1.0	0	2.2	-4	-2	-2	.
CC(C)C(=O)Nc1ccc(NC(=O)c2cccc3c(Br)cccc23)cc1
→ .	1	0.0	-1.6	2	-0.8	17	-7	-16	6
Cc1sc2nc(COC(=O)CNC(=O)c3ccc(C(C)(C)C)cc3)[nH]c(=O)c2c1C
→ -12	3	0.8	.	-1	-0.2	-6	15	-8	-7
O=[N+]([O-])c1ccc(Cl)cc1
→ 6	5	-0.3	-2.1	1	-0.1	-4	6	6	.
Cc1ccc(NC(=O)C2C3CCC(O3)C2C(=O)O)c(Br)c1 (stereo not drawn)
→ -2	-8	-1.4	0.0	0	1.1	?	7	6	-8
Cc1ccc(C)c(-n2ccnc2SCC(=O)Nc2cccc(S(=O)(=O)NC3=NCCC3)c2)c1
→ -4	-5	-5.7	2.0	-1	-0.7	5	15	4	.
CCn1c(=O)c(C(=O)Nc2ccc(C)cc2)c(O)c2ccccc21
→ 1	1	-2.8	-0.2	2	1.0	-12	-10	-8	6
COc1ccc(NC(=O)C2Cc3c(-c4ccccc4Oc4ccccc4)ccnc3O2)cc1OC (stereo not drawn)
→ .	-4	-4.2	-0.8	-4	.	-2	8	.	.
O=C(Nc1ccccc1C(F)(F)F)c1cccnc1
→ 2	5	0.2	-1.1	-2	-0.8	-2	3	9	1
COc1ccccc1-c1nn(-c2ccccc2)cc1C(=O)N1CCc2ccccc2C1
→ -7	-1	-1.2	-0.6	0	2.1	16	9	4	.
CC(NC(=O)c1ccccc1NC(=O)CSc1nnnn1C)c1ccccc1 (stereo not drawn)
→ 7	2	-1.8	-3.0	3	0.9	2	0	8	16
COc1cc(OC)c2c(c1)O/C(=C\c1ccccc1)C2=O
→ -9	28	-5.1	1.1	-1	0.9	.	2	5	.
O=C(Nc1cccc(C(F)(F)F)c1)c1cc(-c2cccs2)on1
→ 6	8	0.2	0.8	0	-0.4	-5	-4	7	12
COc1ccc(/C=N/NC(=O)CCNc2n[nH]c(=O)[nH]c2=O)c(OC)c1
→ 0	12	0.0	2.0	-5	-0.8	8	-10	-6	6
COc1ccc(NC(=O)CCOc2cc(C)ccc2C)cc1S(=O)(=O)N1CCCCC1
→ -7	9	1.4	0.4	0	0.2	-4	0	-5	.
COC(=O)Cn1c(=O)c2c(nc3n2CC(C)CN3Cc2ccccc2)n(C)c1=O (stereo not drawn)
→ 5	4	-3.3	.	-1	0.5	-15	1	6	21
CSCCC(NS(=O)(=O)c1ccc(C)cc1)C(=O)N1CCN(S(=O)(=O)c2ccc(F)cc2)CC1 (stereo not drawn)
→ 4	-5	-0.2	-0.7	0	-0.5	-8	-5	-2	.

Screens: PubChem BioAssay, several laboratories

Compounds were not picked by outcome, and some 4.9% of all compounds hit somewhere here.
